Compound activity (PubChem)
IMP-1 inhibitor – IMP-1 metallo-beta-lactamase inhibitors, primary screen, biochemical, epi-absorbance readout, Pseudomonas aeruginosa enzyme; metallo-beta-lactamase IMP-1 (Pseudomonas aeruginosa); purified IMP-1, nitrocefin hydrolysis, epi-absorbance fluorescence; inhibition, % at 5.6 µM; 0.45% of 290,000 active;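 active = inhibition above the mean plus 3 SD of all compounds in the same screening run, cut at about 4.5% in these data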;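 also: 0% = IMP-1 with DMSO and 100% = DMSO wells lacking enzyme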
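Assay system: purified recombinant IMP-1 beta-lactamase. Input: IMP-1 0.2 nM before substrate addition. Buffer or medium: Zinc- and detergent-supplemented HEPES buffer, pH 7.1. Schedule: 25 °C, 15 min preincubation, 25 min reaction. Signal: Epi-absorbance fluorescence, 480 nm excitation, 530 nm emission. Evaluation: percent inhibition from optical density relative to buffer-blank wells.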
MEKK2mut PB1 HTS – MEK5 binding signal on mutant MEKK2 PB1, primary screen, biochemical, multiplex bead flow cytometry, Alexa488-MEK5; 0.35% of 290,000 active; Alexa488-MEK5 binding to MEKK2 mutant; percent response, % at 10 µM; in the data active = percent response above about 24%, passing the limit was not always enough; also: inactives centre near 1; some results filed as inactive read as strong as hits
VIM-2 inhibitor – VIM-2 metallo-beta-lactamase inhibitors, primary screen, biochemical, epi-absorbance readout, Pseudomonas aeruginosa enzyme. purified VIM-2, nitrocefin hydrolysis, epi-absorbance fluorescence. inhibition, % at 5.6 µM. 0.89% of 290,000 active. AID 1527, 2009;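 active = inhibition above the mean of all tested compounds plus 3 SD, cutoff set per screening run, cut at about 7.5% in these data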;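 also: red hydrolysis product quenches plate fluorescence so inhibitors raise well fluorescence; 0% = enzyme with DMSO and 100% = DMSO without enzyme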
DNA FID counter – compounds displacing fluorescent DNA intercalator, primary screen, artefact control for HCV NS3 helicase inhibitor project, biochemical, FID fluorescence | DNA fluorescent intercalator displacement | inhibition, % at 7.9 µM | 0.17% of 290,000 active | AID 1845, 2009; in the data active = inhibition above about 37%;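 also: 0% = vehicle and 100% = reference compound; higher means more ethidium bromide displaced from hairpin DNA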
HCV NS3 hel inh – inhibitors of HCV NS3 helicase, primary screen, biochemical, Cy5 molecular beacon fluorescence | Hepatitis C virus NS3 helicase | NS3 helicase DNA unwinding | inhibition, % at 10.9 µM | 0.56% of 290,000 active;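 active = inhibition above the mean of all tested compounds plus 3 SD, set per campaign, cut at about 35% in these data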;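 also: 0% = DMSO wells and 100% = thioflavine S control wells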
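System: HCV NS3 helicase fragment; control set: DMSO and thioflavine S; technique: Cy5 fluorescence at 0 and 60 min, beacon hairpin quenching; reagent: beacon DNA duplex substrate plus ATP; replicates: singlicate; schedule: 1 h reaction at 25 °C, ATP-initiated; medium: MOPS buffer pH 6.5 with MgCl2, DTT, Tween20, BSA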
NALP1 yeast inh – NALP1 inflammasome inhibitors in reconstituted yeast, colorimetric, S. cerevisiae, triplicate retest; S. cerevisiae NALP1/ASC/caspase-1 growth, X-gal OD620, 72 h; inhibition, % at 10 µM; 0.61% of 280,000 active; AID 2071, 2009; in the data active = inhibition mostly above about 24%, no sharp cut-off; inactive = mostly below about 32%; also: some compounds called inactive have numbers as strong as hits
MEKK2wt PB1 HTS – modulators of MEK5 binding to wildtype MEKK2, primary screen, biochemical, multiplex bead flow cytometry, Alexa488-MEK5; Alexa488-MEK5 binding to MEKK2 WT; actives lie on both sides; binding response (% of control), % at 10 µM; Mitogen-activated protein kinase kinase kinase 2 (Homo sapiens), Q9Y2U5; 1.1% of 290,000 active; AID 1531, 2009; in the data active = binding response below about 67% or above about 130%
UBC9 SUMO inh – inhibitors of in vitro SUMOylation cascade, primary screen, biochemical, HTRF, uHTS | SUMO-conjugating enzyme UBC9 (Homo sapiens), P63279 | HTRF SUMOylation assay, SAE1/SAE2 + UBC9 | inhibition, % at 35 µM | 0.36% of 290,000 active; in the data active = inhibition above about 50%, passing the limit was not always enough; also: strong numbers were not always called active
Target sequence (P63279 whole entry, looked up): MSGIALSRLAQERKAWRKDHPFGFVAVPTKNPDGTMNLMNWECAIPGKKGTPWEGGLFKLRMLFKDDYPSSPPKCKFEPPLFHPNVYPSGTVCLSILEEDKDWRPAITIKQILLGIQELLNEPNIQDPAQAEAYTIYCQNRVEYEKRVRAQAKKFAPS
PfM18AAP inh – PfM18AAP inhibitors, malaria aminopeptidase, primary screen, biochemical, QFRET, recombinant enzyme; inhibition, % at 7.35 µM; H-Glu-NHMec fluorogenic cleavage; M18 aspartyl aminopeptidase (Plasmodium falciparum 3D7); 1.2% of 290,000 active;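 active = inhibition above the campaign mean inhibition over all tested compounds plus 3 SD, cut at about 28% in these data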;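 also: 0% = plate median of test compound wells and 100% = 2 mM ZnCl2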
An asterisk follows results filed as active; x = not tested or not shown; & = joins results of further samples; [ ] = dose if it differs, or a comment. The order is random; any-hit rate near 4.7%.

Value order: MEKK2wt PB1 HTS | DNA FID counter | VIM-2 inhibitor | MEKK2mut PB1 HTS | IMP-1 inhibitor | UBC9 SUMO inh | NALP1 yeast inh | PfM18AAP inh | HCV NS3 hel inh
> COc1ccc(OCCC(=O)N2CCN(C)CC2)cc1
    113 | -4 | 0.0 | 25* | -4.2 | 12 | 11 | 6 | 18
> CCC(CO)NC(=O)c1cc2c(s1)CCC2 (centres undefined)
    103 | -2 | -4.9 | 3 | -5.5 | -10 | 0 | 0 | 5
> CC1(C)N=C(c2cccc(F)c2)C(=O)N1
    88 | 1 | -0.1 | -1 | -1.6 | -6 | 8 | -9 | 4
> COc1ccccc1/C=N/N1C(=O)C(CC(=O)Nc2ccc([N+](=O)[O-])cc2OC)SC1=Nc1cccc(C)c1C (centres undefined)
    99 | -4 | -2.9 | -1 | -3.6 | 10 | 21 | 6 | -4
> O=C(CCCCCn1c(=S)[nH]c2cc3c(cc2c1=O)OCO3)N1CCN(c2ccc(F)cc2)CC1
    98 | -42 | -4.8 | 2 | -1.4 | 22 | -22 | 0 | -16
> Cc1ccc2c(c1)C(=O)C(=O)N2CC(=O)OC(C)C
    109 | 3 | -1.8 | 13 | -0.9 | -9 | 8 | 8 | 8
> CCOC(=O)Cn1ccc(NC(=O)c2ccc(F)cc2)n1
    107 | -4 | -3.1 | 12 | -4.8 | 9 | -10 | -1 | 8
> Cc1cnc(C(=O)Oc2ccc(-c3ccccc3)cc2)cn1
    104 | -28 | -1.6 | 7 | -3.6 | 16 | 3 | -5 | -12
> O=C(c1ccc(S(=O)(=O)N2CCOCC2)cc1)N1CCN(c2ccccn2)CC1
    108 | -14 | -3.0 | 10 | -3.7 | 7 | 10 | 1 | 14
> CCCC(=O)Oc1ccc(N(C(=O)CCC)S(=O)(=O)c2cccc([N+](=O)[O-])c2)cc1
    104 | -10 | -3.2 | 0 | -0.6 | -17 | 11 | -8 | -6
> C=CCCC(=O)N1CCC(CCC(=O)NC2CC2)CC1
    95 | -12 | 1.8 | -10 | -0.2 | 10 | 26 | -7 | 11
> COc1cc(C(=O)NC(=S)Nc2ccc([N+](=O)[O-])cc2)cc(OC)c1OC
    103 | 1 | -1.0 | 2 | 4.6* | 13 | 26 | 3 | 8
> O=C(C1CC(=O)N(c2ccc3c(c2)OCCO3)C1)N1CCN(c2ccccc2O)CC1 (centres undefined)
    105 | -38 | -1.2 | 5 | -2.2 | 9 | 4 | 34* | 0
> O=C(N/N=C/c1c[nH]c2ccc(Br)cc12)c1ccncc1
    99 | 1 | -2.0 | 10 | -3.5 | -3 | 25 | 5 | -10
> CCOc1cc(C(=O)NCCN2C(=O)S/C(=C\c3cccnc3)C2=O)cc(OCC)c1OCC
    97 | -34 | -3.4 | -1 | -2.8 | 15 | 18 | 19 | -18
> COc1ccc(CNc2nc(-c3cccnc3)nn2C(=O)CC(C)C)cc1
    107 | -16 | -2.0 | 5 | -1.6 | -21 | -10 | -2 | 12
> COc1ccc(OCC(=O)NC(=S)Nc2ccc3c4c(cccc24)CC3)cc1
    90 | -16 | -2.3 | -6 | 0.1 | -1 | 21 | -3 | 1
> O=C(Nc1ccccc1F)C(=O)Nc1cccc2ccccc12
    96 | -2 | 0.2 | 0 | -3.1 | 16 | 13 | -2 | 7
> O=C(c1cccs1)N1N=C(c2ccccc2)CC1c1ccccc1 (centres undefined)
    93 | -5 | -2.7 | 0 | -2.5 | 2 | 37 | -8 | -13
> CC1CN(C(=O)Cn2cc(S(=O)(=O)CC(=O)N3CCOCC3)c3ccccc32)CC(C)O1 (centres undefined)
    108 | -9 | -0.9 | 6 | -3.0 | 1 | 3 | 1 | 7
> CN(C)S(=O)(=O)Nc1ccc(Br)cc1F
    100 | -3 | -0.5 | 2 | -1.5 | 15 | 21 | -2 | 4
> COc1cc2c(O)c3c(c(-c4ccc5c(c4)OCO5)c2cc1OC)C(=O)OC3
    98 | 0 | -1.4 | 4 | -0.8 | 15 | -6 | 0 | 6
> Cn1c(=O)oc2cc(S(=O)(=O)NCCC(=O)Nc3ccc4c(c3)OCCO4)ccc21
    97 | 5 | 1.3 | 0 | -0.1 | 1 | 25 | -4 | 4
> COc1ccccc1-c1coc2c(CN3CCC(C)CC3)c(O)ccc2c1=O
    108 | 0 | 0.3 | 1 | -0.1 | 33 | -205 | 5 | 3
> CCOC(=O)c1c(NC(=O)CSc2nnc(CNc3ccc(Cl)cc3)o2)sc(C)c1C
    101 | -2 | -0.2 | 1 | -3.7 | -10 | 0 | 3 | 1
> CCN(Cc1ccccc1)C(c1ccccn1)c1nnnn1C1CCCCC1 (centres undefined)
    105 | -5 | -0.8 | 3 | -2.1 | -24 | 11 | -2 | 2
> COc1ccc(C2=NOC(C(=O)Nc3cc(C)on3)C2)cc1OC (centres undefined)
    74 | -3 | -1.7 | -6 | -0.3 | 8 | x | -3 | 6
> CCCC1=C(C(=O)OCC)C(c2cccs2)n2ncnc2N1 (centres undefined)
    85 | -15 | -2.5 | -3 | -2.2 | 8 | x | 2 | -10
> C=CCn1c(SCn2nnc3ccccc3c2=O)nnc1-c1ccc(Br)cc1
    98 | -28 | -0.1 | -2 | -0.9 | 4 | -2 | 10 | -3
> Cc1ccc(NC(=O)CN2C(=O)NC(C)(c3ccc(Cl)cc3)C2=O)cc1 (centres undefined)
    100 | -18 | -1.0 | -1 | -1.7 | -6 | 6 | 0 | -16
> O=C(Nc1cccc(-c2nc3ccccc3[nH]2)c1)c1ccc(C(=O)Nc2cccc(-c3nc4ccccc4[nH]3)c2)cc1
    63*[inhibitor] | 6 | -3.2 | -26 | 5.0* | 37 | 17 | 1 | -21
> COc1ccc(/C=N/NC(=O)c2c(C)nc3ccccn23)cc1[N+](=O)[O-]
    91 | -4 | -4.3 | -14 | -1.8 | -6 | -4 | 1 | 0
> COCC1CCCCN1Cc1cn[nH]c1-c1ccc(OC)cc1OC (centres undefined)
    85 | 0 | -4.3 | -7 | -2.5 | 6 | -13 | 3 | -5
> O=C(CN1CCN(c2ccccc2)CC1)N1N=CCC1c1ccccc1 (centres undefined)
    106 | -9 | -3.0 | 2 | -1.3 | 18 | 9 | -1 | 8
> CCCCNC(=S)N(C)/N=C/c1ccc(F)cc1
    101 | -17 | -2.1 | -2 | -1.6 | 9 | 4 | 6 | -2
> CCCCCn1c(SCCCC)nc2c1c(=O)[nH]c(=O)n2C
    102 | -4 | 3.4 | 0 | -1.2 | 2 | -10 | -42 | 5
> COc1c(C)cccc1C(=O)Nc1ccc(CN2CCOCC2)cc1
    104 | -1 | -3.0 | 5 | -3.8 | -14 | 16 | -6 | -7
> Cc1ccc(/C=N/N2CCN(Cc3ccccc3)CC2)s1
    95 | -4 | -2.4 | -8 | -4.1 | -10 | 3 | -3 | -6
> COc1cccc(C(=O)NCC(=O)N2CCC3(CC2)NCCc2[nH]cnc23)c1
    112 | -1 | 0.4 | 6 | -1.0 | x | 12 | -8 | 1
> c1ccc(CN2CCN(CCN3CCn4c3nc3ccccc34)CC2)cc1
    111 | 19 | -5.2 | 5 | -4.9 | -11 | 9 | -6 | -4
> COc1cc2c(cc1OC)C(C)N(C(=O)Cn1ncc3c1-c1cc(C)ccc1OC3)CC2 (centres undefined)
    101 | -35 | -3.3 | 1 | -2.6 | -5 | 35 | 1 | 3
> Cc1ccc2nc(SCCC#N)nc(C)c2c1
    104 | -5 | 1.9 | 3 | -2.0 | -7 | 22 | 0 | -1
> Cn1c(=O)n(CC(=O)O)c(=O)c2c1nc1n2CCS1
    98&93 | -1&-2 | -0.9&-2.2 | -1&-13 | -2.2&-1.5 | 13&6 | 5&-5 | 3&3 | 0&-1
> Cc1ccc(SCc2cc(=O)[nH]c(N3CCOCC3)n2)cc1
    107 | -1 | -1.9 | 4 | -4.3 | 13 | -4 | -11 | 4
> N=Nc1c(O)n(CC(=O)Nc2ccccc2)c2ccccc12
    108 | -2 | 0.2 | 2 | 1.5 | 10 | 25 | 13 | -4
> COc1ccc(C)cc1NC(=O)CSc1nnnn1Cc1ccccc1
    107 | -17 | -1.1 | 6 | -1.6 | -5 | 30 | -4 | -24
> COc1ccc(Nc2c(C)cccc2C)cc1
    97 | -3 | -3.5 | 2 | -0.6 | 13 | -46 | 10 | 1
> c1cnc(NC2CCCCCC2)nc1
    107 | 2 | -1.0 | 5 | -1.2 | 27 | 12 | -3 | -1
> COc1cc2nc(-c3ccc(Br)o3)oc(=O)c2cc1OC
    106 | -4 | -0.3 | 7 | -4.2 | -6 | 3 | -8 | -2
> CC1(C)CC(NC(=O)CCc2ccccc2)CC(C)(C)N1
    99 | -1 | -4.3 | -5 | -1.9 | 17 | 12 | -4 | 3
> COC(=O)C1C(O)=C(C=Nc2ccc(N)cc2)C(=O)CC1(C)C (centres undefined)
    101 | -8 | -4.8 | 2 | 0.3 | 4 | 3 | 15 | 10
> C/C(CC(=O)NC1CCCC1)=N\NC(=O)c1ccc([N+](=O)[O-])c(Cl)c1
    98 | -8 | -2.9 | 0 | -1.8 | 2 | 6 | 4 | -5
> O=C1Nc2ccccc2/C1=C\C(=O)c1ccccc1
    95 | 4 | -1.6 | -3 | -1.6 | -12 | 20 | 24 | -15
> S=C(NC1CCCCC1)NN1CCOCC1
    101 | -2 | -3.1 | -4 | -2.9 | 3 | -9 | -7 | 5
> Cc1ccc(C)c(C2C(=O)c3ccccc3C2=O)c1
    97 | 3 | -1.3 | -6 | -1.9 | -9 | 20 | 1 | -3
> CC(O)CNC(=O)c1ccc(-c2nn(C)c(=O)c3ccccc23)cc1 (centres undefined)
    90 | -2 | -1.0 | -8 | -3.4 | 22 | -4 | 0 | 2

Two compounds drawn at random from the list so far, as already listed:
Value order: MEKK2wt PB1 HTS | DNA FID counter | VIM-2 inhibitor | MEKK2mut PB1 HTS | IMP-1 inhibitor | UBC9 SUMO inh | NALP1 yeast inh | PfM18AAP inh | HCV NS3 hel inh
> Cn1c(=O)n(CC(=O)O)c(=O)c2c1nc1n2CCS1
    98&93 | -1&-2 | -0.9&-2.2 | -1&-13 | -2.2&-1.5 | 13&6 | 5&-5 | 3&3 | 0&-1
> S=C(NC1CCCCC1)NN1CCOCC1
    101 | -2 | -3.1 | -4 | -2.9 | 3 | -9 | -7 | 5
